Source: PubChem BioAssay (several laboratories)
T cell HTS: modulates CD8 T cell binding to vesicles | 2C CD8+ T cell-vesicle binding, flow cytometry; hits give low values | calls only at 7 µM | hit rate 0.068% among 330,000;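 active = response, share of CD8 T cells binding vesicles, and their 90th percentile fluorescence all below set limits, cut at about 80% in these data, passing the limit was not always enough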
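Material: 2C TCR transgenic mouse naive CD8+ T cells, MACS-purified. Also added: QL9-charged Drosophila Ld/ICAM-1/B7-1 vesicles. Timing: binding 1.5 h at 37 °C. Measured by: high-throughput flow cytometry with anti-B7-1 and anti-CD8 staining. Read-out: percent CD8+ FL2 mean versus row control. Controls: Unloaded micro-vesicles (low), QL9 vesicles with 0.7% DMSO (high).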
West Nile antiviral: inhibition of WNV-induced cytopathic effect – cell-based, CPE readout (AID 1621); West Nile virus-infected cells, CPE inhibition; higher % means a stronger effect; one-dose CPE inhibition, % at 10 µM; IC50 in µM for titrated hits; hit rate 0.02% among 290,000; in the data active = a potency from the dose series; inconclusive = CPE inhibition mostly from about 3.7% at the one dose, without a potency; inactive = the rest, 99 in 100 with CPE inhibition below about 2.2%; also: strong numbers were not always called active
SV40 large T antigen: TAg ATPase/helicase activity blockers – biochemical (AID 1903); hit rate 0.39% among 310,000; one-dose inhibition, % at 20 µM; IC50 in µM for titrated hits; SV40 large T antigen ATPase/helicase inhibition assay; higher % means a stronger effect; in the data active = a potency from the dose series; inconclusive = inhibition mostly from about 32% at the one dose, without a potency; inactive = the rest, 99 in 100 with inhibition below about 32%; also: strong numbers were not always called active
RSV CPE inhibition: RSV antiviral activity via CPE protection, HEp-2 cells, primary 10 µM value included (AID 2391); CPE inhibition, % at 10 µM, or IC50 in µM where a hit was titrated; HEp-2 cells, RSV-induced CPE inhibition; higher % means a stronger effect; hit rate 0.13% among 310,000; in the data active = a potency from the dose series; inconclusive = CPE inhibition mostly from about 23% at the one dose, without a potency; inactive = the rest, 99 in 100 with CPE inhibition below about 21%; also: strong numbers were not always called active
UTI89 phage lysis: protection from phage-mediated lysis, alamar blue read-out – E. coli UTI89, K1F phage, bacterial capsule biogenesis inhibitors (AID 488966). one-dose inhibition, % at 100 µM; IC50 in µM for titrated hits. E. coli UTI89 K1F phage lysis, alamar blue, 2 h; higher % means a stronger effect. hit rate 0.02% among 340,000;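 active = phage lysis inhibition, versus mean bacterial control, above a set limit; inconclusive = no clear call, values can overlap the other calls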;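 also: capsule biogenesis inhibitors block K1F phage lysis so surviving cells raise fluorescence; higher fluorescence means more inhibition of phage lysis; actives were called in the ten point dose series up to 300 µM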
Rac1 GTP hydrolysis: MgcRacGAP GTPase-activating activity inhibitors, confirmation, biochemical, ADP Hunter fluorescence | AID 624330 | inhibition, % at 30 µM, or IC50 in µM where a hit was titrated | hit rate 0.6% among 340,000 | MgcRacGAP-stimulated Rac1 GTP hydrolysis, ADP Hunter fluorescence; higher % means a stronger effect; GST-tagged Rac1 F28L mutant substrate;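 active = first-screen hits whose inhibition reached a set limit at any dose in the follow-up dose series; inconclusive = inhibition above the set first-screen limit but never retested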;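 also: fluorescence reports GDP produced by GAP-driven GTP hydrolysis; strong numbers were not always called active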
NTR1 agonist: agonists of NTR1, primary screen, imaging, U2OS cells, beta-arrestin-GFP, high content (AID 493036); NTR1-U2OS beta-arrestin-GFP spot imaging, agonist mode; P30989; activation, % at 20 µM; hit rate 0.17% among 330,000;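 active = activation at or above 40% of the spot to cytoplasm intensity ratio, with at least 20 cells analyzed; inconclusive = wells under 20 cells, flagged as cytotoxic or low count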;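 also: 0% = DMSO without peptide and 100% = 100 nM NTR1 peptide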
Target sequence (P30989 whole entry, looked up): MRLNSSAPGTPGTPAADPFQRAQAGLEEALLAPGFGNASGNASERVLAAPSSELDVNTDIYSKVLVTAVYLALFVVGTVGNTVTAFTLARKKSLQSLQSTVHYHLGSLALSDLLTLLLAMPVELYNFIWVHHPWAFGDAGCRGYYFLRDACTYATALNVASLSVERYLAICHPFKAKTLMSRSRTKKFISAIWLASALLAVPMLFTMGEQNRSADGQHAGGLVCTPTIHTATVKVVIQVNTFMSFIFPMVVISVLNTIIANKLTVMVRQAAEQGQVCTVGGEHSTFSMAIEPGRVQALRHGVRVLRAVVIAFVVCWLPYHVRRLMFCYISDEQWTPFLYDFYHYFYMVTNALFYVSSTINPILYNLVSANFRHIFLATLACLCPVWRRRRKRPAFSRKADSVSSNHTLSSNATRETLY
NS5 inhibitors: Dengue-2 NS5 methyltransferase inhibitors, primary screen, biochemical, confirmation dose response (AID 588689); hit rate 0.3% among 340,000; Dengue-2 NS5 methyltransferase capping enzyme assay, biochemical; higher % means a stronger effect; inhibition, % at 25 µM; hits with a dose series show IC50 in µM; in the data active = a potency from the dose series; inconclusive = inhibition above about 29% without an active follow-up result
Salmonella PhoP GFP: PhoP-dependent GFP reporter repression – Salmonella Typhimurium, primary screen (AID 1863) | hit rate 0.16% among 300,000 | inhibition, % at 50 µM; hits with a dose series show IC50 in µM | S. Typhimurium PhoP-regulated promoter GFP reporter, 4 h; higher % means a stronger effect;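 active = inhibition over 29.93%, a cutoff 3 SD above the screen mean, later confirmed by dose response; inconclusive = inhibition over 29.93% but no dose response follow-up; inactive = inhibition at most 29.93% or unconfirmed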;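 also: 0% = low Mg2+ inducing control and 100% = high Mg2+ repressing control; strong numbers were not always called active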
T cell HTS vesicle-bound %: second read-out of T cell HTS, no call of its own (marks repeat the call); double positive events, %; measured here: CD8+ vesicle-bound cell fraction;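 binding gate set so that unloaded-vesicle control wells show 10% double positive cells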
NTR1 agonist cell count 20 µM: recorded beside NTR1 agonist, whose call it bears; cell count; measured here: cell count, cytotoxicity flag
NS5 inhibitors pilot replicate: second read-out of NS5 inhibitors, no call of its own (marks repeat the call); inhibition, %; measured here: pilot screen replicate inhibition
The depositor's hits bear a star; i = inactive; ? = inconclusive; · = not tested or not shown; [ ] = remark or other dose.

SMILES	T cell HTS	T cell HTS vesicle-bound %	West Nile antiviral	SV40 large T antigen	RSV CPE inhibition	UTI89 phage lysis	Rac1 GTP hydrolysis	NTR1 agonist	NTR1 agonist cell count 20 µM	NS5 inhibitors	Salmonella PhoP GFP	others
O=C(COc1ccccc1)NCC(=O)NC1=NCCS1	i	55	0.5%	4%	1.4%	0.3%	8%	-0.6	32	4%	-1%
COc1ccc(CCNC(=O)c2c(O)c3cccc4c3n(c2=O)CC4)cc1	i	58	0.3%	11%	1.5%	1.6%	12%	3.4	32	-2%	17%
O=C(CCS(=O)(=O)c1cccc2nonc12)N1CCOCC1	i	39	-0.5%	8%	1.9%	-0.5%	-6%	-1.0	111	-3%	0%
Cc1nnc(C)n1/N=C/c1c(O)ccc2ccccc12	i	13	-0.9%	6%	2.2%	0.0%	11%	0.0	53	3%	1%
COc1cccc(/C=C/C(=O)OCC(=O)Nc2nnc(-c3ccccc3)o2)c1	i	39	·	13%	0.1%	1.4%[50 µM]	4%	1.9	63	3%	-14%
CC1CCN(C(=S)c2ccc(O)cc2)CC1	i	49	0.0%	8%	1.8%	0.2%	14%	-1.2	46	1%	12%	NS5 inhibitors pilot replicate=-0.6
O=S(=O)(Nc1nc2ccc(S(=O)(=O)N3CCCCC3)cc2s1)c1ccccc1	i	40	1.4%	4%	3.7%	-2.1%	2%	-0.8	61	-5%	7%
COc1ccc2ccccc2c1/C=N/Nc1ccc(Cl)c(C(=O)O)c1	i	58	-0.3%	24%	2.6%	-0.6%	17%	-1.0	36	14%	0%
FC(F)(F)Oc1ccccc1-c1nnc(-c2cccc(C(F)(F)F)c2)o1	i	16	-0.3%	8%	2.1%	1.4%	2%	3.1	39	0%	-9%
Cc1ccc(NC(=O)c2ccccc2CCc2ccccc2)c(C)c1	i	12	-0.8%	8%	1.4%	-0.4%[50 µM]	0%	1.5	59	-2%	-6%
COc1ccccc1-n1c(SCC(=O)NCc2ccc3c(c2)OCO3)nc2cc([N+](=O)[O-])ccc21	i	4	-0.5%	?	?	1.2%[50 µM]	5%	23	40	25%	-5%
COCc1c(C(=O)OCc2nc3ccsc3c(=O)[nH]2)oc2ccccc12	i	34	·	·	0.7%	2.0%[50 µM]	3%	-1.5	59	-10%	·
O=C(Cn1c(=O)c2cccn2c2cccnc21)N1CCN(c2ccc(Cl)cc2)CC1	i	20	0.1%	16%	3.7%	0.2%	2%	0.6	66	2%	-2%
O=[N+]([O-])c1ccc(N2N=C(c3ccco3)CC2c2ccccc2)cc1 (centres undefined)	i	50	-0.6%	8%	1.6%	0.2%	11%	0.2	50	-58%	6%
Cc1ccc(C#CC[N+]2(C)CCCCC2)cc1	i	16	1.2%	4%	2.2%	·	·	-0.2	58	·	-4%
Cc1ccc(C(=O)NC2CCCc3ccccc32)o1 (centres undefined)	i	14	0.0%	7%	0.6%	0.2%	11%	1.0	72	0%	-1%	NS5 inhibitors pilot replicate=-1.8
CCOc1ccc(OCC)c(NC(=O)CCn2cccc2)c1	i	41	0.3%	1%	2.9%	-0.6%	-1%	-1.6	64	5%	0%
Cc1ccc(CNC(=O)c2ccc(N3CCC4(CC3)CC(c3cccc(Br)c3)=NO4)c(NC(=O)c3ccccc3)c2)cc1	i	8	·	10%	-1.3%	0.9%	8%	5.4	75	-15%	·
N#CC(C#N)=c1ccc2c(c1)N1C(c3ccccc3)=CC(c3ccccc3)C3CCCCC31N=2 (centres undefined)	i	27	-0.3%	4%	2.7%	-0.1%	-3%	1.4	49	-3%	-1%
CCc1cc(CNC(=O)CC2C(=O)NCCN2Cc2ccc(-c3ccccc3)cc2)on1 (centres undefined)	i	22	-0.2%	13%	6.7%	-0.1%	15%	-0.4	67	-3%	-6%
CSC1=NCCN1C(=O)c1cccs1	i	22	0.1%	-1%	0.5%	-0.2%	5%	-0.2	62	-2%	1%
O=C(NCc1cccc2ccccc12)Nc1ccccc1	i	57	-0.2%	6%	12%	-0.9%	0%	-1.0	86	·	-9%
CC(=O)C1=C(O)C(=O)N(Cc2cccnc2)C1c1ccc(Cl)cc1Cl (centres undefined)	i	33	0.0%	22%	1.4%	-1.3%	-2%	1.4	50	-3%	3%
CC(C)Nc1c(N)c(=O)oc2ccccc12	i	39	0.1%	32%	2.3%	3.8%	8%	0.7	55	-9%	7%
CS(=O)(=O)N1CCC(C(=O)NCc2ccncc2)CC1	i	17	·	6%	-0.5%	1.2%	8%	1.3	55	1%	-6%
SMILES	T cell HTS	T cell HTS vesicle-bound %	West Nile antiviral	SV40 large T antigen	RSV CPE inhibition	UTI89 phage lysis	Rac1 GTP hydrolysis	NTR1 agonist	NTR1 agonist cell count 20 µM	NS5 inhibitors	Salmonella PhoP GFP	others
Cc1ccc(-c2nn3c(C)nnc3c3ccccc23)cc1S(=O)(=O)NCc1ccccc1	i	4	0.8%	-1%	·	2.7%	11%	-0.6	84	-6%	6%
Cc1nn(-c2ccc(NC(=O)c3ccncc3)cc2)c(C)c1Cl	i	60	-0.9%	12%	2.2%	0.1%	8%	-0.2	65	-3%	-4%
COc1ccccc1CC(=O)Nc1cccc(S(=O)(=O)N2CCOCC2)c1	i	70	-0.5%	8%	1.2%	0.0%[50 µM]	0%	0.7	83	-5%	-6%
O=C(NC1CCCCC1)N1CCN(c2ccc([N+](=O)[O-])cc2)CC1	i	0	-1.3%	19%	11%	1.6%[50 µM]	11%	-0.5	68	-5%	1%
C=C1C(=O)C=C2CN(C(=O)c3ccccc3)[C@@](Cc3ccc(F)cc3)(C(=O)OC)[C@@H]12	i	23	-0.6%	?	-4.6%	-1.7%	?	1.5	81	-22%	-7%
CC1CCN(CCCNC(=O)C2CC(=O)N(C3CCCCCC3)C2)CC1 (centres undefined)	i	45	0.4%	1%	-1.3%	1.5%	10%	2.0	59	-2%	20%
COc1ccc(CC2S/C(=N/N=C/c3ccccc3O)NC2=O)cc1 (centres undefined)	i	38	0.2%	13%	1.1%	0.1%	2%	0.4	50	-5%	-2%
COc1ccccc1/C=C/C=N/NC(=O)CN1CCN(S(=O)(=O)c2ccc(C)cc2)CC1	i	32	-0.9%	25%	7.1%	1.6%	9%	0.1	70	-1%	-4%
COc1cc(OC)c(N2CC34C=CC(O3)C(C(=O)O)C4C2=O)cc1Cl (centres undefined)	i	18	0.3%	5%	2.0%	1.0%	13%	1.0	39	-1%	4%
O=[N+]([O-])c1ccccc1S(=O)(=O)N1CCCc2ccccc21	i	43	-0.7%	2%	12%	0.0%	-5%	-0.3	50	-6%	-1%	NS5 inhibitors pilot replicate=0.6
Cc1ccsc1C(=O)NCc1ccc(Cl)cc1	i	30	·	1%	1.4%	·	·	-0.4	40	·	·
O=[N+]([O-])c1cc(S(=O)(=O)O)cc([N+](=O)[O-])c1NN(c1ccccc1)c1ccccc1	i	46	0.1%	15%	0.3%	-0.1%	2%	-0.4	108	28%	·
Cc1ccc2c(CC(=O)NCc3ccc4c(c3)OCO4)coc2c1	i	28	0.6%	8%	0.0%	1.2%	10%	-5.9	93	-6%	-10%
O=C(Nc1ccc(S(=O)(=O)NCC2CCCO2)cc1)c1ccc(Cl)cc1[N+](=O)[O-] (centres undefined)	i	31	-1.6%	-2%	0.4%	0.1%	4%	1.9	41	-12%	0%
Nc1ncc(CCN2CCOCC2)c(-c2ccc(F)cc2)n1	i	40	-0.4%	-1%	3.4%	0.1%	3%	-0.9	77	-1%	5%
O=C(NCc1ccc(F)cc1)c1cc(S(=O)(=O)N2CCCCC2)ccc1N1CCOCC1	i	34	·	·	0.3%	0.6%[50 µM]	3%	1.4	59	-4%	·
O=C(O)c1ccccc1OC(C(=O)Nc1cc(Cl)cc(Cl)c1)c1ccccc1 (centres undefined)	i	12	?	6%	1.7%	0.3%	10%	-0.6	55	-1%	-1%
O=C(Cn1ccn(-c2ccc(F)c(Cl)c2)c(=O)c1=O)NCCc1ccccc1	i	44	·	3%	0.6%	0.7%[50 µM]	4%	-1.1	57	-2%	-2%
Cc1ccc(/C=C(/C#N)C(=O)NC(=O)Oc2ccccc2)cc1	i	30	-0.1%	14%	1.8%	0.1%	3%	-1.7	33	-4%	8%
O=C(CSc1nc2ccccc2s1)NNC(=S)Nc1ccccc1	i	56	-0.1%	35%	0.6%	0.0%	4%	-0.2	50	-3%	7%
Fc1ccccc1CSc1nnc(-c2cccs2)o1	i	33	0.3%	6%	1.1%	0.9%	4%	1.9	55	-6%	-12%
C(=N\Nc1nc(-c2ccccc2)cs1)/c1ccco1	i	41	1.4%	10%	18%	1.8%	11%	2.6	42	-4%	6%
COc1ccc(C)cc1NC(=O)C(=O)N1CCCC1	i	30	0.0%	7%	·	0.5%	2%	0.0	46	-4%	-9%
COc1ccc(CCN2CC(C(=O)NCc3ccc(F)cc3)CC2=O)cc1OC (centres undefined)	i	55	0.9%	15%	0.7%	0.2%	7%	1.2	65	0%	-2%
Cc1cccc(C(=O)c2c[nH]cc2-c2ccccc2)c1	i	38	0.2%	7%	2.2%	1.7%	0%	-2.1	60	-6%	-1%
COc1ccc2c(c1)sc(=NC(=O)CS(=O)(=O)c1ccc(F)cc1)n2C	i	46	·	13%	5.6%	1.1%[50 µM]	6%	1.3	58	-1%	-3%
O=C(NCc1ccc(Cl)cc1)C(=O)NCC1OCCN1S(=O)(=O)c1cccs1 (centres undefined)	i	43	-0.3%	10%	3.2%	-0.8%	4%	-1.5	98	-6%	1%
Cc1noc(C)c1C(=O)OCC(=O)c1c[nH]c2ccccc12	i	20	0.1%	13%	1.2%	0.6%	4%	-1.5	84	-3%	4%	NS5 inhibitors pilot replicate=1.5
COc1cccc(CNC(=O)CCN2C(=S)NC(C)(C)CC2C)c1 (centres undefined)	i	32	-0.1%	11%	-2.3%	5.9%	-4%	-0.6	48	-4%	-3%
CCOc1cc(/C=C2\SC(=NC)N(C)C2=O)c(Br)cc1OC(C)=O	i	45	-0.5%	1%	1.7%	-2.1%	-18%	2.8	54	-11%	2%
